From PubChem
V1R ag counter – agonists of human V1a receptor, primary screen, counter-screen for OXTR agonist project, fluorescence, CHO-V1R cells; activation, % at 3 µM; actives 0.25% (n = 320,000); Fluo-8 calcium fluorescence, agonist mode; 0% DMSO, 100% 3 nM vasopressin; AID 2797, 2010; Vasopressin V1a receptor (Homo sapiens), P37288;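 active means activation above the mean activation of all tested compounds plus 3 SD, per screening run, cut at about 20% in these data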;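 further: signal is peak over basal fluorescence ratio across a 100 second FLIPR read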
Target sequence (P37288 whole entry, looked up): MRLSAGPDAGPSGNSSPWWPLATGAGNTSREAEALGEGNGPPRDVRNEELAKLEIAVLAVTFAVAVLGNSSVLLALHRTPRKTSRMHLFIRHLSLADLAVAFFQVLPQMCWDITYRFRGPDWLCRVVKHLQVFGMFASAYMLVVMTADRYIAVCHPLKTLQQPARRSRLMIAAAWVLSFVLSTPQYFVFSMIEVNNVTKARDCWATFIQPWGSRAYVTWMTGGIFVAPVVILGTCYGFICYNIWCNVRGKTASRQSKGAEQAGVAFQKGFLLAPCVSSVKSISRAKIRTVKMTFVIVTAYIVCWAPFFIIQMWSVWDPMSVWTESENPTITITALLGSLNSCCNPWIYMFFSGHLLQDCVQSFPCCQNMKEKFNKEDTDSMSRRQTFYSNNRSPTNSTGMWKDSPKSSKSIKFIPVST
OXTR ag – human OXTR agonists, primary screen, fluorescence, CHO-OTR cells, Fluo-8 calcium | Fluo-8 calcium fluorescence; normalized: DMSO 0%, oxytocin 100% | AID 2435, 2010 | activation, % at 3 µM | actives 0.32% (n = 320,000) | Oxytocin receptor (Homo sapiens), P30559;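 active means activation above the mean of all tested compounds plus 3 SD, cutoff set per screening run, cut at about 20% in these data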;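 further: peak over basal fluorescence ratio from a 100 s FLIPR kinetic read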
Target sequence (P30559 whole entry, looked up): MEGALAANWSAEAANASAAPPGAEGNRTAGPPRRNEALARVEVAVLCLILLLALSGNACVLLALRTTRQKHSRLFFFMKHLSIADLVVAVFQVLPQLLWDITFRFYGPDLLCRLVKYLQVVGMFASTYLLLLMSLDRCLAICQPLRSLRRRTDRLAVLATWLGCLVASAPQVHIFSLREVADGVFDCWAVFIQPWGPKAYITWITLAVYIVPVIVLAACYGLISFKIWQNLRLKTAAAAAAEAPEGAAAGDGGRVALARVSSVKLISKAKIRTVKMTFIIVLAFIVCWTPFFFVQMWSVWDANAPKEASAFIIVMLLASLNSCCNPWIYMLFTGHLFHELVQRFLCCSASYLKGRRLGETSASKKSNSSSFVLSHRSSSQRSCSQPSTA
GalR3 antagonist – GalR3 antagonists in HEK293 cells, primary screen, cell-based, fluorescence readout. actives 0.44% (n = 360,000). inhibition, % at 3 µM. AID 651719, 2012. HEK293 GalR3-CNG cAMP membrane potential fluorescence; galR3 body fused to GalR1 C-terminus;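 active means inhibition above the screen-wide average plus 3 SD, cut at about 13% in these data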;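 further: forskolin and galanin both at EC90 stimulate the cells; cAMP rise reported by CNG channel membrane potential dye signal; 0% = forskolin plus galanin with DMSO and 100% = forskolin alone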
Target sequence (O60755 1-299 limits assumed): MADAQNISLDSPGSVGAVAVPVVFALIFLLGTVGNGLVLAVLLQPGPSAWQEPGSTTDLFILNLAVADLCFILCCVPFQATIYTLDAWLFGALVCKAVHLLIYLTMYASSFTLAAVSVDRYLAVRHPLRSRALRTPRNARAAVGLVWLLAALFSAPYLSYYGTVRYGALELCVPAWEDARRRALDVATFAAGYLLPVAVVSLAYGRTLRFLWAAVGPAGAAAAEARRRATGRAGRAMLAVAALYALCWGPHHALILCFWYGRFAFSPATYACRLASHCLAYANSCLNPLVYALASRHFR
Active calls of the source: *. The list is partial. The share of hits here may be higher or lower than overall.

| structure | V1R ag counter | OXTR ag | GalR3 antagonist |
| --- | --- | --- | --- |
| CCCCCCC[C@@H](C/C=C/CCC(=O)N(C)C/C(=C/Cl)C/C(=C\C(=O)N1CC(OC)=CC1=O)OC)OC | 6.3 | 0.5 | 9 |
| Cc1cc2nc3n(c2cc1C)CC1CC(C(=O)NCc2ccccc2)N(C)C31 (stereo not drawn) | 0.0 | 0.5 | -5 |
| CC(C)Cc1nnc(NC(=O)CN2C(=O)NC3(CC(C)CC(C)(C)C3)C2=O)s1 (stereo not drawn) | -0.3 | -0.6 | -3 |
| COc1cccc(NC(=O)CN(C)C(=O)c2ccc(N3CCCCC3)c([N+](=O)[O-])c2)c1 | 4.9 | 4.1 | -8 |
| O=C(NCCOc1ccccc1)c1ccccc1SCC(=O)N1CCCC1 | 0.8 | -0.4 | -2 |
| COc1ccc(N(CC(=O)NCc2cccnc2)S(=O)(=O)c2ccccc2)c(OC)c1 | -0.1 | 0.5 | -1 |
| Cc1cc(NC(=O)CN2C(=O)NC(C)(CC(C)C)C2=O)no1 (stereo not drawn) | 0.8 | 0.5 | -2 |
| COc1ccc(S(=O)(=O)N2CCOCC2)cc1NC(=O)CC1CCCC1 | 0.7 | -1.5 | -5 |
| COc1cc(C#Cc2c(C=O)n(C)c3ccccc23)cc(OC)c1 | -0.3 | 0.7 | 3 |
| Cc1noc(C)c1NC(=O)Nc1ccc2c(c1)C(=O)N([C@H](C)CO)C[C@H](C)[C@@H](CN(C)S(=O)(=O)c1cn(C)cn1)O2 | 0.7 | 1.9 | -1 |
| COc1ccc(NC(=O)COc2ccc3c(c2)CCC3)cc1S(N)(=O)=O | 2.5 | 3.0 | -6 |
| COc1ccc(NC(=O)COC(=O)CC2CCCCC2)cc1 | -0.5 | -0.9 | -6 |
| CCN(C[C@H]1N[C@@](CC)(C(=O)OC)[C@H]2C(=O)N(C)C(=O)[C@@H]12)C(=O)c1ccccc1 | 1.0 | 1.4 | -1 |
| CCc1sc(C(=O)Nc2ccc3c(c2)OCO3)cc1C | -1.3 | -2.2 | -3 |
| CCOC(=O)[C@@H]1[C@H]2COc3ccc(Br)cc3[C@H]2N2C(=O)N(c3ccc(C)cc3)C(=O)[C@@]12C | 1.9 | 0.7 | 1 |
| Cc1cnc(C(=O)OCC(=O)N(CC(C)C)C2CCS(=O)(=O)C2)cn1 (stereo not drawn) | 0.1 | 0.4 | -7 |
| C[C@H](CO)N1C[C@H](C)[C@@H](CN(C)S(=O)(=O)c2cccs2)Oc2ccc(NS(=O)(=O)c3cn(C)cn3)cc2C1=O | 0.0 | 0.7 | -6 |
| CCCOc1ccc(C(CC(=O)O)NC(=O)C(c2ccccc2)c2ccccc2)cc1 (stereo not drawn) | -0.6 | 0.7 | -6 |
| Cc1ccc(N(C)S(=O)(=O)c2cccc(C(=O)NCCCN3CCCC3=O)c2)cc1 | 0.6 | 0.1 | -4 |
| CCOC(=O)C1=C(C)NC(C)=C(C(=O)OCC)C1C(=O)OCC(=O)NC1CCCCC1 | -0.6 | -0.8 | 2 |
| CCOc1ccccc1N1CCN(CC(=O)Nc2ccccc2C(=O)NC2CC2)CC1 | 2.0 | 0.8 | -5 |
| Cc1ccc(NC(=O)Nc2ccccc2)nc1 | -1.3 | -1.3 | -4 |
| CCCN(CC(=O)Nc1ccccc1OC)C(=O)C1CCCC1 | -0.8 | -1.1 | -4 |
| O[C@H]1c2ccccc2[C@H](Cc2cncs2)[C@@H]1Br | 1.0 | 1.1 | -8 |
| COc1ccc(S(=O)(=O)Nc2ccc3c(c2)C(=O)N([C@H](C)CO)C[C@H](C)[C@@H](CN(C)C(=O)Nc2ccc(C(F)(F)F)cc2)O3)cc1 | 1.9 | 1.1 | -3 |
| CN(CC(=O)Nc1ccccc1C(F)(F)F)C(=O)CSc1nnc(N)s1 | 0.7 | 0.7 | -6 |
| Cc1nn(CC(=O)NC2CCC(C)CC2)c(=O)c(C#N)c1C (stereo not drawn) | -0.2 | -1.4 | 1 |
| O=C(Oc1ccc([N+](=O)[O-])cc1)C1CC(=O)N(c2ccc3c(c2)OCCO3)C1 (stereo not drawn) | 5.0 | 1.9 | -1 |
| CC1(C2CC2)NC(=O)N(CC(=O)NCC(=O)Nc2ccc(F)c(F)c2F)C1=O (stereo not drawn) | 0.4 | 0.9 | 1 |
| Cc1ccc(S(=O)(=O)N2CCN(C(=O)CSC(=S)N3CCCC3)CC2)c(C)c1 | 3.0 | 2.5 | -1 |
| Cc1csc(NC(=O)CSc2nc(=O)n(CCN(C)C)c3c2CCCC3)n1 | -0.6 | 0.2 | 2 |
| Cc1ccc2c(c1)NC(=O)[C@@]1(C)[C@@H](c3ccccc3)[C@H]3COc4ccc(Cl)cc4[C@@H]3N1C2=O | 0.2 | -0.2 | -5 |
| O=C(Nc1cccc(F)c1)C1CCCN(C(=O)c2ccc(Cl)cc2)C1 (stereo not drawn) | 4.8 | 6.1 | -5 |
| CCOC(=O)C1=CC[C@]2(C)c3c(c4ccccc4n3C)C(=O)C1N2C | 1.0 | 0.5 | -5 |
| Cc1noc(C)c1NC(=O)N(C)C[C@H]1Oc2ccc(NC(=O)Nc3ccccc3)cc2C(=O)N([C@H](C)CO)C[C@@H]1C | 0.8 | 0.9 | -6 |
| O=C(Nc1ncn[nH]1)c1cccc(F)c1 | -0.1 | 1.0 | -4 |
| O=C(NCCC(=O)N(CCc1ccccc1)Cc1ccccc1)c1ccc(Br)cc1 | 1.8 | -1.1 | -6 |
| CC12CCC(=O)N1C(C(=O)Nc1nc3ccc(F)cc3s1)CS2 (stereo not drawn) | 0.2 | -0.2 | -8 |
| C/C=C(\C)C(=O)OC(C)(C)[C@@H]1Cc2cc3ccc(=O)oc3cc2O1 | -0.6 | -0.8 | -7 |
| O=C(COC(=O)Cc1ccc(Cl)c(Cl)c1)Nc1ccc2[nH]c(=O)[nH]c2c1 | 0.0 | 2.5 | -5 |
| O=C(CN1C(=O)NC(c2ccccc2)(c2ccccc2)C1=O)NCc1ccco1 | 1.8 | 0.0 | -4 |
| COc1ccc(C(=O)N/N=C\C(C)=C\c2ccccc2)cc1OC | -0.1 | -0.5 | -6 |
| COc1ccccc1CCC(=O)OCC(=O)Nc1cccc(S(=O)(=O)N2CCCCC2)c1 | 3.2 | 0.8 | -5 |
| CCN(CC)c1ccc(C(=O)NNC(=O)CN2C(=O)NC3(CCCCC3)C2=O)cc1 | -0.1 | 0.7 | -3 |
| COc1cccc(C(=O)NCCS(=O)(=O)N2CCC3(CC2)OCCO3)c1 | -1.3 | -1.7 | -5 |
| CN(CC(=O)Nc1ccc(Cl)cc1)CC(=O)Nc1cccc2ccccc12 | 0.7 | 2.0 | -6 |
| CCN(CC)CCCn1c2c(c(SCC(=O)Nc3nc4ccccc4s3)nc1=O)CCC2 | -0.4 | 0.6 | -4 |
| CC(=O)c1ccc(OCC(=O)Nc2ccc(N3CCCCC3)cc2)cc1 | 1.9 | 1.2 | -7 |
| CCOC(=O)[C@H]1[C@H]2COc3ccc(OC)cc3[C@@H]2N2C(=O)CN(CC3CCCO3)C(=O)[C@@]12C (stereo partly drawn) | -0.7 | 0.9 | -5 |
| CCCn1c(=O)n(C)c(=O)c2c(SC(C)C(=O)NCC3CCCO3)nc(CC(C)C)nc21 (stereo not drawn) | -1.2 | -2.2 | -3 |

Reformatted field by field: part of the list above.
SMILES: COc1ccc(C(=O)N/N=C\C(C)=C\c2ccccc2)cc1OC
- V1R ag counter: -0.1
- OXTR ag: -0.5
- GalR3 antagonist: -6
SMILES: COc1ccccc1CCC(=O)OCC(=O)Nc1cccc(S(=O)(=O)N2CCCCC2)c1
- V1R ag counter: 3.2
- OXTR ag: 0.8
- GalR3 antagonist: -5

More structures:
| structure | V1R ag counter | OXTR ag | GalR3 antagonist |
| --- | --- | --- | --- |
| CCCCCCCN1C(Nc2ccccc2)=NC[C@@H]1C | 2.0 | 1.4 | 0 |
| CN1CCN(C(=O)CCN2C(=O)/C(=C\c3ccc(F)cc3)SC2=S)CC1 | 3.1 | 4.4 | -4 |
| CC(=O)c1cccc(NC(=O)C(C)OC(=O)c2cccc(-n3cnnn3)c2)c1 (stereo not drawn) | 0.1 | -0.7 | 1 |
| Cc1ccc2nc(SCC(=O)N(C)C3CCS(=O)(=O)C3)[nH]c2c1 (stereo not drawn) | 0.5 | 0.8 | 0 |
| Cc1ccc(S(=O)(=O)N2[C@@H](c3ccccc3F)C(C(=O)O)=CC[C@H]2c2ccc(Cl)cc2)cc1 | 0.0 | -1.0 | -6 |
| CC(Sc1nnc(-c2ccccc2)c(-c2ccccc2)n1)C(=O)NCC1CCCO1 (stereo not drawn) | -0.8 | -0.7 | -2 |
| Cc1ccc(NC(=O)C(=O)NCCCN2CCCC2=O)c(C)c1 | -0.4 | -0.3 | -2 |
| CC(C)Oc1ccc(S(=O)(=O)N2CCCCC2)cc1NC(=O)CN1C(=O)NC(C)(C2CC2)C1=O (stereo not drawn) | -0.5 | -0.5 | -6 |
| N#Cc1ccc(NC(=O)COc2ccc(-n3cnnn3)cc2)cc1 | 2.0 | 0.6 | 1 |
| Cc1ccc(CONC(=O)c2ccc([N+](=O)[O-])cc2)cc1 | 0.1 | -0.4 | 0 |
| CCCN1C(=O)C(=O)N(CC(=O)c2cc(C)n(C3CC3)c2C)C1=O | 0.7 | 0.7 | -4 |
| Cc1cnc(NC(=O)CSCc2c(C)noc2C)s1 | 1.6 | 0.6 | -2 |
| Cc1ccc2ncccc2c1 | 1.9 | -0.2 | -1 |
| O=C(CN1CCOCC1)NNC(=O)c1ccc(Cl)cc1 | 1.0 | 0.7 | -3 |
| COc1ccc(NC(=O)CN(C)C(=O)c2cccc(S(=O)(=O)Nc3ccc(OC)cc3)c2)cc1 | 0.9 | 1.2 | -2 |
| CC(NC(=O)c1ccccc1)C(=O)OCC(=O)c1c(N)n(C)c(=O)n(C)c1=O (stereo not drawn) | 1.1 | 0.6 | -7 |
| COCCN(C(=O)c1oc2ccccc2c1COC)c1c(N)n(CC(C)C)c(=O)[nH]c1=O | -1.3 | -0.7 | -5 |
| C=CC[C@H](CC(=O)N(CCO)Cc1ccccc1)C(=O)N[C@H](COC(=O)[C@@H](CC=C)Cc1ccc(F)cc1)Cc1ccccc1 | 3.7 | -0.1 | -2 |
| CC(Oc1cccc(F)c1)C(=O)Nc1ccc(N2CCOCC2)cc1 (stereo not drawn) | 2.2 | 5.5 | -4 |
| CN(Cc1ccccc1)C(=O)c1ccc(NC(=O)Cc2cccc(NC(=O)C3CCN(C(=O)C4CCC4)CC3)c2)cc1 | 0.8 | 1.1 | -6 |
| Cc1ccc(S(=O)(=O)N2CCN(C(=O)[C@H](Cc3ccccc3)NC(=O)c3ccco3)CC2)cc1C | -0.2 | -1.4 | -5 |
| Cc1ccc2c(c1)[C@H]1[C@H](CO2)[C@H](c2ccccc2)[C@]2(C)C(=O)Nc3cc(F)ccc3C(=O)N12 | 0.0 | 1.2 | -8 |
| CCc1noc(C)c1C(=O)Nc1nnc(CC(C)C)s1 | -0.4 | -0.4 | -3 |
| CCN(CC)S(=O)(=O)c1ccc(N2CCOCC2)c(NC(=O)C2CC2)c1 | 0.4 | -0.1 | 2 |
| NS(=O)(=O)c1ccc(NC(=O)c2ccc(S(=O)(=O)N3CCCCC3)cc2)cc1 | -0.3 | 0.2 | -3 |
| CC1(c2ccc3c(c2)OCO3)NC(=O)N(CC(=O)c2ccc[nH]2)C1=O (stereo not drawn) | 0.4 | 1.5 | -2 |
| CC1CCc2[nH]c3ccc(C(=O)N(C)CC(=O)Nc4cccc(F)c4)cc3c2C1 (stereo not drawn) | 0.4 | 2.8 | -5 |
| COc1ccc(CNC(=O)Cn2cc([N+](=O)[O-])cn2)cc1 | 0.8 | 0.7 | -7 |
| Cc1ccc(-c2csc3ncnc(SCC(=O)NCC4CCCO4)c23)cc1 (stereo not drawn) | -0.8 | -2.9 | 4 |
| O=C1C=C(c2cc3ccccc3s2)C[C@@H](c2ccc3c(c2)OCO3)C1 | 0.0 | 1.2 | -4 |
| c1ccc(-c2nc(C3CCCCC3)c3ccccc3n2)cc1 | 0.7 | 0.2 | -2 |
| CCCCn1c(N)c(N(CC(C)C)C(=O)c2cccc(S(=O)(=O)N(C)c3ccccc3)c2)c(=O)[nH]c1=O | -0.5 | -0.8 | -4 |
| CCCn1c(N)c(N(CCOC)C(=O)CSCC(=O)Nc2cccc(C)c2)c(=O)[nH]c1=O | -0.9 | 0.4 | -1 |
| COc1ccccc1C(=O)NC(=O)COC(=O)c1oc2ccccc2c1C | 0.2 | -1.9 | -1 |

Fetched by compound from above, 6 records:
| structure | V1R ag counter | OXTR ag | GalR3 antagonist |
| --- | --- | --- | --- |
| CCOC(=O)[C@H]1[C@H]2COc3ccc(OC)cc3[C@@H]2N2C(=O)CN(CC3CCCO3)C(=O)[C@@]12C (stereo partly drawn) | -0.7 | 0.9 | -5 |
| CN(CC(=O)Nc1ccc(Cl)cc1)CC(=O)Nc1cccc2ccccc12 | 0.7 | 2.0 | -6 |
| CC(C)Cc1nnc(NC(=O)CN2C(=O)NC3(CC(C)CC(C)(C)C3)C2=O)s1 (stereo not drawn) | -0.3 | -0.6 | -3 |
| CCCCCCC[C@@H](C/C=C/CCC(=O)N(C)C/C(=C/Cl)C/C(=C\C(=O)N1CC(OC)=CC1=O)OC)OC | 6.3 | 0.5 | 9 |
| O=C(NCCOc1ccccc1)c1ccccc1SCC(=O)N1CCCC1 | 0.8 | -0.4 | -2 |
| CC(Oc1cccc(F)c1)C(=O)Nc1ccc(N2CCOCC2)cc1 (stereo not drawn) | 2.2 | 5.5 | -4 |
